Screening results: PubChem, Sanford-Burnham Center for Chemical Genomics
Apaf1 inhib: human Apaf-1 inhibition; reconstituted apoptosome caspase-3 activity, DEVD-Rh110 fluorescence; 330,000 compounds, 0.71% hits; inhibition, % at 20 µM; AID 489030; O14727; active means inhibition of at least 40% at 20 µM;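 further: plate controls were DMSO wells for no effect and DEVD-CHO caspase inhibitor wells for full effect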
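Material: reconstituted apoptosome with Apaf-1, cytochrome c, caspase-9, procaspase-3, dATP; medium: pH 7.5 Hepes buffer with CHAPS, BSA, DTT; also added: cytochrome c and DEVD-Rh110 substrate; timing: 30 min plus 50 min, RT; signal: Rh110 fluorescence intensity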
A3G deaminase: blocks human APOBEC3G single-stranded DNA deamination | recombinant A3G, ssDNA deamination FAM/TAMRA fluorescence | inhibition, % at 20 µM | 330,000 compounds, 0.28% hits | AID 493012;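 active means inhibition of at least 40% at 20 µM, with no more than 30% in the related APOBEC3A deaminase screen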;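 further: plate controls were DMSO wells with A3G for no effect and wells lacking A3G enzyme for full effect; some compounds called inactive have numbers as strong as hits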
SENP7 block: inhibitors of human SENP7 protease; Q9BQF6; recombinant SENP7, Z-RLRGG-aminoluciferin luminescence, 40 min; inhibition, % at 5 µM; 330,000 compounds, 1.5% hits; AID 434973;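 active means inhibition above about 50% at the single test dose, limit read from the data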;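 further: plate controls were DMSO with enzyme for no effect and no enzyme buffer wells for full effect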
Target sequence (Q9BQF6 706-1050 limits assumed): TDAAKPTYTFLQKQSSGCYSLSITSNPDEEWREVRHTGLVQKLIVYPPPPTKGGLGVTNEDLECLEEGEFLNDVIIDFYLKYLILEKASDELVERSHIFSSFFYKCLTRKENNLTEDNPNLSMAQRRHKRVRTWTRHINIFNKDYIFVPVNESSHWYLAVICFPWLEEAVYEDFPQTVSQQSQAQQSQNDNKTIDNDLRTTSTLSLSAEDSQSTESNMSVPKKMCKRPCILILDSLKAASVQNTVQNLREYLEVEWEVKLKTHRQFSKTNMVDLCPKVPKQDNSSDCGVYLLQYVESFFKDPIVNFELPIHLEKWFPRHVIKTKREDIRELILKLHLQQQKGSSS
SENP8 block-1: blocks the human protease SENP8; inhibition, % at 10 µM; 330,000 compounds, 1.2% hits; AID 2540; purified SENP8, Z-RLRGG-aminoluciferin cleavage, luminescence; in the data active means inhibition above about 50%
Target sequence (Q96LD8 whole entry, looked up): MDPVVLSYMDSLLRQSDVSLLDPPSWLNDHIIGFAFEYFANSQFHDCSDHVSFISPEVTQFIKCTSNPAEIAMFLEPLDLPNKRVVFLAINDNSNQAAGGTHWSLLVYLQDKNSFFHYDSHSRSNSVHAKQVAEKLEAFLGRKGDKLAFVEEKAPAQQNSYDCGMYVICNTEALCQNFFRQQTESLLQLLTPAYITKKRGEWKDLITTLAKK
UBC13 inh: human UBC13 polyubiquitination inhibition. P61088. UBC13 polyubiquitin chain formation, TR-FRET. inhibition, % at 20 µM. 330,000 compounds, 0.47% hits. AID 485273; in the data active means inhibition above about 45%, passing the limit was not always enough
Target sequence (P61088 whole entry, looked up): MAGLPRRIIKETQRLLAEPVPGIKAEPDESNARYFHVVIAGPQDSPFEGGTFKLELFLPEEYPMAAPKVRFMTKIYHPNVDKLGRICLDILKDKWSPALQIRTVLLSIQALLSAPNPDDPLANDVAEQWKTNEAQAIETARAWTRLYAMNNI
SENP8 block-2: SENP8 (human) protease inhibition. Q96LD8. inhibition, % at 20 µM. 360,000 compounds, 0.64% hits. recombinant SENP8, Nedd8 substrate fluorescence. AID 602440; in the data active means inhibition mostly above about 40%, no sharp cut-off; inactive means mostly below about 27%
SENP1 inh: blocks the human SENP1 SUMO protease catalytic domain; recombinant SENP1 catalytic domain, CyPet-SUMO1-YPet FRET cleavage; inhibition, % at 10 µM; 360,000 compounds, 0.21% hits; AID 624204;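 active means inhibition at least 30% at 10 µM, raw YFP signal under a set limit, fluorescence ratio 0.5 to 1.5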;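 further: 0% = enzyme with DMSO and 100% = no enzyme wells; some results filed as inactive read as strong as hits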
Target sequence (Q9P0U3 419-644 limits assumed): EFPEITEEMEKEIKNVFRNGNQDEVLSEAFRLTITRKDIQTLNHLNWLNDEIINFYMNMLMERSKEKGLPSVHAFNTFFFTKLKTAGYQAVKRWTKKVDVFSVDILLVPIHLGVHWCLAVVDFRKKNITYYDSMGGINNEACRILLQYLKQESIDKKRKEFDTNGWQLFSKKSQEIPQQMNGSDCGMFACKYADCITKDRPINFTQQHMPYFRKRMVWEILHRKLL
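Assay system: hSENP1 catalytic domain, recombinant. Amount: SENP1 enzyme, 20 pM final. Schedule: 50 min reaction, RT, dark. Technique: FRET, CFP and YFP emission. Control set: no-enzyme wells low, DMSO-plus-enzyme wells high control.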
SENP6 inh: blocks the human protease SENP6 | Q9GZR1 | Recombinant SENP6 catalytic domain, aminoluciferin luminescence | inhibition, % at 10 µM | 330,000 compounds, 1.8% hits | AID 2599;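 active means inhibition above about 50% at the single tested dose, limit read from the data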;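 further: plate controls were DMSO wells with enzyme for no effect and DMSO wells lacking enzyme for full effect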
The depositor's hits bear a star; nt = no result given.

SMILES	Apaf1 inhib	A3G deaminase	SENP7 block	SENP8 block-1	UBC13 inh	SENP8 block-2	SENP1 inh	SENP6 inh
O=S(=O)(Cc1ccccc1)Nn1cnnc1	-16	-3	5	7	7	11	1	-2
Cc1cc(=O)n2nc(N3CCC(C(=O)N4CCN(c5ccccc5)CC4)CC3)sc2n1	5	-5	-1	11	-5	9	-3	9
CCn1c(SCC(=O)Nc2ccccc2)nc2nc3c(cc2c1=O)COC(C)(C)C3	-19	-5	-2	1	4	nt	nt	-18
O=C(Nc1ccccc1)[C@@H]1CCCN1S(=O)(=O)c1ccc(Cl)cc1	5	-7	0	-7	-15	14	-2	-2
Nc1ccc(N2CCCC2)c(S(=O)(=O)Nc2cccc(C(F)(F)F)c2)c1	19	5	-5	-13	-14	-87	0	11
C/C(=N\NC(=O)C(C)Oc1ccc([N+](=O)[O-])cc1)c1ccccn1 (configuration not stated)	-3	-6	-13	-10	-36	13	2	-16
CCCNC(=O)c1cccc(Br)c1	-3	-4	4	-8	4	-4	0	-15
Cc1nnc(N(Cc2ccco2)C(=O)c2cccc(C#N)c2)s1	13	-3	-7	-11	-11	24	-1	-7
CCOc1ncccc1C(=O)Nc1ccccc1C(=O)NCc1ccc2c(c1)OCO2	25	-3	-2	11	-5	-9	-1	1
O=[N+]([O-])c1ccc(S(=O)(=O)Nc2nc(-c3ccccc3)cs2)cc1	2	-2	0	1	-21	10	2	22
COc1cccc(-c2nnc(SCC(=O)Nc3cc(C)on3)o2)c1	0	-7	0	-1	6	19	3	-6
CC(=O)Nc1ccc(-c2nc3c(C)cccc3[nH]2)cc1	0	-4	35	2	4	-243	0	38
O=C(COC(=O)CSc1ccc(Br)cc1)NCc1ccco1	8	-6	5	2	-1	1	3	3
Cn1c(SCCOc2cccc(Cl)c2)nnc1-c1ccncc1	0	-11	-1	5	9	24	2	16
Cc1cc(C)c(S(=O)(=O)N(C)CC(=O)NCc2ccncc2)c(C)c1	-2	-1	2	6	-4	2	1	-7
Cc1ccccc1OCc1ccc(C(=O)N2CCOCC2)o1	2	-7	1	-3	-2	14	1	-10
CCN(CC)C(=O)c1ccc(Cn2cc([N+](=O)[O-])cn2)o1	-3	-1	3	5	-1	5	2	16
Cc1noc(C)c1NC(=O)Nc1ccc2c(c1)C(=O)N([C@H](C)CO)C[C@H](C)[C@@H](CN(C)C(=O)NC(C)C)O2	9	-4	-4	-8	-14	19	5	-11
CC(C)(C)OC(=O)N1CCC(c2cc(=O)n3[nH]c(-c4ccc(Cl)cc4)cc3n2)CC1	3	-2	-2	11	-12	-38	2	-3
C[C@]12c3[nH]c4ccc(Cl)cc4c3CCN1C(=O)[C@@H](CC(=O)NCc1cccc(C(F)(F)F)c1)C[C@@H]2C(=O)N1CCCCC1	32	-1	4	nt	nt	-1	0	nt
CC1(C(=O)OCC(=O)Nc2ccc3ccccc3c2)CC1(Cl)Cl (configuration not stated)	1	-8	4	-2	-10	23	2	-6
COc1ccc(C2C3=C(CC(C)(C)CC3=O)Nc3c2c(=O)n(C)c(=O)n3C)cc1OC (configuration not stated)	-7	-8	-5	-2	19	-59	-34	-10
COc1ccc(C(CCNCc2ccc(N(C)C)cc2)c2ccccc2)cc1 (configuration not stated)	15	-10	-1	-6	17	23	1	-4
COCCCNC(=O)CCc1nc2cccnc2n1Cc1ccc(OC)cc1	-20	-5	2	5	-2	1	0	8
Cc1ccc[n+](-c2nc([O-])sc2/C=N/Nc2ccc([N+](=O)[O-])cc2)c1	-2	9	-3	4	-313	27	6	7
CN(CC(=O)Nc1ccc(F)cc1)C(=O)CCc1nc2ccccc2c(=O)[nH]1	4	-1	0	-5	1	-11	-16	-14
Cc1ccc(-c2cc(C(=O)NCc3ccco3)c3ccccc3n2)o1	17	70	3	0	-4	-409	4	-23
c1ccc(-n2ncc3c(NCCN4CCCCC4)ncnc32)cc1	5	-4	-11	-1	-7	10	0	-17
Cc1ccc(S(=O)(=O)CC(=O)Nc2ccccn2)cc1	-3	-10	8	2	5	-3	0	-2
CCOc1ccc(-c2nc(C#N)c(N3CCN(CC)CC3)o2)cc1	19	-6	-6	11	2	14	-1	12
Cc1ccc(Nc2nc(N3CCOCC3)nc(N3CCOCC3)n2)cc1	1	-3	8	-4	4	9	3	-23
CCCCN(CC)CCCNC(=O)c1csc2c1CCCCC2	-4	-7	2	-6	2	15	2	13
COc1cccc(/C=N/NC(=O)c2cccs2)c1	-3	11	62*	34	-5	1	-2	55*
CC(C)N1CCN(c2ccncc2S(=O)(=O)N2CCOCC2)CC1	-1	-6	-4	-6	6	13	4	12
COc1ccc(/C=N/Nc2nc3ccccc3o2)cc1OC	-17	-5	-10	-30	-8	-101	3	-13
CCN(CC)S(=O)(=O)c1ccc(NCCCn2ccnc2)c([N+](=O)[O-])c1	8	2	-12	-3	-20	21	-1	7

Looked up by structure from above, 2 records:
SMILES	Apaf1 inhib	A3G deaminase	SENP7 block	SENP8 block-1	UBC13 inh	SENP8 block-2	SENP1 inh	SENP6 inh
Cc1ccc(S(=O)(=O)CC(=O)Nc2ccccn2)cc1	-3	-10	8	2	5	-3	0	-2
Cc1ccc(-c2cc(C(=O)NCc3ccco3)c3ccccc3n2)o1	17	70	3	0	-4	-409	4	-23

Some of these compounds in order of the SENP6 inh value, rising:
canonical_smiles	A3G deaminase	SENP7 block	SENP8 block-1	UBC13 inh	SENP1 inh	SENP6 inh
c1ccc(-n2ncc3c(NCCN4CCCCC4)ncnc32)cc1	-4	-11	-1	-7	0	-17
CCN(CC)S(=O)(=O)c1ccc(NCCCn2ccnc2)c([N+](=O)[O-])c1	2	-12	-3	-20	-1	7
CC(C)N1CCN(c2ccncc2S(=O)(=O)N2CCOCC2)CC1	-6	-4	-6	6	4	12

New compounds follow:
SMILES	Apaf1 inhib	A3G deaminase	SENP7 block	SENP8 block-1	UBC13 inh	SENP8 block-2	SENP1 inh	SENP6 inh
CC(=O)c1ccc(-n2c(CCC(=O)O)ccc2-c2ccc(C)cc2)cc1	-5	-10	-4	-2	4	-3	-1	3
CCCN(CC(=O)Nc1ccccc1C)C(=O)c1ccc(=O)n(Cc2ccccc2)n1	2	-3	1	-3	-3	18	0	-7
COc1ccc(NS(=O)(=O)c2cc(NC(=O)c3ccco3)ccc2N2CCCCC2)cc1	1	-5	-5	-8	-7	30	1	-2
COc1c2ccoc2cc2oc(=O)ccc12	-2	-1	-9	2	5	-19	-5	-1
CC(C)Oc1ccc(/C=C/C(=O)NCC2COc3ccccc3O2)cc1 (configuration not stated)	13	-2	4	-2	-2	17	0	-12
O=c1[nH]cc(COCC(F)CCl)c(=O)[nH]1 (configuration not stated)	-18	-4	1	4	2	37	1	-19
O=c1c(-c2ccccc2)c[nH]n1-c1cccc([N+](=O)[O-])c1	1	-2	68*	76*	6	8	1	79*
Cn1c(=O)c2c(nc(Br)n2Cc2ccc3ccccc3c2)n(C)c1=O	19	8	1	-2	-6	-7	2	8
COc1ccc2c(c1)c(C(=O)N1CCN(C)CC1)c(C)n2-c1ccccc1	3	-6	4	-9	7	-4	3	-10
Cc1cc(=O)[nH]c(SCC(=O)Nc2ccnc3ccccc23)n1	-10	-9	7	7	0	-80	-38	-6
COCCOC(=O)c1c(NC(=O)CNc2ccc(C)c(F)c2)sc(C(N)=O)c1C	-21	-6	4	-2	3	34	-1	0
O=C(Nc1ccc(N2CCOCC2)nc1)c1cccs1	-5	-2	-4	-2	6	15	2	-6
O=C(CSc1ccc2ccccc2c1)NCCc1ccc(O)c(O)c1	13	3	7	-8	5	14	0	7
O=C(CSc1nnc(Cc2ccccc2)o1)NCCN1C(=O)CSC1=O	5	-5	-7	-5	-4	12	0	-7
COCc1cc(C)nc(SCC(=O)Nc2cc3c(cc2C#N)OCO3)c1C#N	9	2	10	0	-5	-15	-16	-13
CCn1c(C)[n+](CC)c2ccc(S(=O)(=O)N(C)C)cc21	13	36	6	1	4	-2	-1	21
CCc1nc(SCC(=O)Nc2ccc(C(=O)O)cc2)n[nH]1	-2	-7	-5	8	5	7	5	2
CC(C)c1cccc(C(C)C)c1NC(=O)CNCc1ccccc1F	2	-8	-3	-9	-3	26	0	-16
O=C1NCCCC1C(=O)N1CCCCC1 (configuration not stated)	-5	11	2	1	10	-2	0	-18
COCCNC(=O)C12CC3CC(CC(Cl)(C3)C1)C2	1	10	12	-4	-3	26	1	-29
CN(C)CCCN(CCCN(C)C)C(=S)Nc1ccc(S(=O)(=O)N2CCOCC2)cc1	-4	-2	0	-7	-2	37	0	-8
Oc1ccc2ccccc2c1/C=N/c1nc2c(s1)CCCC2	9	17	-6	1	-16	-35	-33	5
O=[N+]([O-])c1ccc2nc(Cl)nc(-c3ccccc3)c2c1	10	-6	-5	-1	-6	27	-10	-8
CCN(CC)S(=O)(=O)c1ccc(O)c(C(=O)OCC(=O)NC23CC4CC(CC(C4)C2)C3)c1	11	1	2	5	1	-410	0	21
O=C(NCc1ccc(Cl)cc1)c1ccccc1CCc1ccccc1	14	-3	-3	0	-4	16	1	2
CC1(C)CC(NC(=O)c2ccc(Cl)c(Cl)c2)CC(C)(C)N1	0	-2	6	-9	-2	2	-6	3
CCCCNC(=S)N/N=C/c1sccc1C	-1	-5	8	-1	-16	-1	-1	1
C=CCn1c(=O)c2ccccc2n2c(SCC(=O)O)nnc12	6	-3	0	5	1	8	2	6
Cc1cc(C)c(NC(=O)C2CCCCN2C)c(C)c1 (configuration not stated)	-6	0	80*	-2	3	14	1	-25
Cc1c(C(=O)Nc2c(F)cccc2F)sc2ncnc(N3CCN(c4ccccc4)CC3)c12	1	-3	-3	-2	25	1	2	15
O=C(CCSc1ccccc1)Nc1nccs1	-7	-5	9	6	4	10	3	12
CC(=NNC(=O)c1cccc(S(=O)(=O)N2CCOCC2)c1)c1ccccc1	-7	-6	2	4	2	16	3	4
CCOC(=O)Nc1cc(OC)c(OC)cc1Cc1nccc2cc(OC)c(OC)cc12	-20	0	-2	-7	-4	6	-4	-10
CCn1cc(C(=O)NN)c(=O)c2cc(F)c(N3CCOCC3)cc21	3	-2	1	-7	-3	-73	2	-26
O=C(O)c1ccccc1NC(=S)NC(=O)c1sc2ccccc2c1Cl	8	-11	-4	-11	-2	-194	1	-12
CC(c1n[nH]c(=S)n1-c1ccc(F)cc1)N1CCCCC1 (configuration not stated)	-8	-10	-7	-3	-23	5	-1	-21
N#Cc1ccc(C(c2nnnn2CCc2ccccc2)N2CCCCCC2)cc1 (configuration not stated)	8	-3	-6	2	8	12	-1	-13
OC(CCN1CCCCC1)(c1ccccc1)C1C[C@@H]2C=C[C@H]1C2 (some centres not stated)	6	-3	5	-4	11	9	3	-10
CCOC(=O)C(=O)Nc1nnc(Cc2ccc(OC)c(OC)c2)s1	0	-7	2	5	1	-23	-1	10
CCOCCCNC(=O)CN1C(=O)COc2ccc(S(=O)(=O)N3CCOCC3)cc21	-1	1	-4	-3	-2	8	2	3
COc1cccc(CNCc2cccc(Br)c2)c1OC	-1	-4	4	-1	8	8	0	-3
O=C1CCCC(O)=C1C1C2=C(CCCC2=O)Oc2ccccc21 (configuration not stated)	13	2	6	-2	-4	11	3	-3
CCCN(CCC)S(=O)(=O)c1ccc(NC(=O)C2CCCO2)cc1 (configuration not stated)	-7	-8	0	-1	1	14	1	-2
O=c1c2c3c(sc2nc(NCCO)n1-c1ccccc1)CCCC3	-8	5	-4	1	-2	-334	-4	15
COc1ccccc1C(=O)Nc1ccc(-c2nnn(CC(=O)N3CCOCC3)n2)cc1	-18	-8	-6	-4	0	8	0	4
CS(=O)(=O)c1ccc(C(=O)N2CCc3ccccc3C2)cc1	-19	-14	-2	-1	19	18	0	-6
O=C(C1CCN(S(=O)(=O)c2cccs2)CC1)N1CCCCCC1	-14	-5	1	3	6	13	-2	5
CC(C)(C)C(=O)Nc1nnc(SCc2ccc(F)cc2)s1	18	-6	7	-6	3	9	1	-6
C=CCNC(=O)NC(=O)COC(=O)/C(C#N)=C/c1cc(C)n(CCC(C)C)c1C	-3	-4	0	2	21	-77	-13	2
